HCV inh = qHTS Assay for Inhibitors of Hepatitis C Virus (HCV); Huh7.5.1 HCVcc-Cre infection, luciferase reporter, 44 h; Potency, µM (doses to about 41.8 µM), for inactives: at the top dose activity change, negative = inhibition, most hits filed as inhibitors; 340,000 compounds, 3.4% hits; also: potency is read from the fitted curve at half-maximal effect
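Reporter virus HCVcc-Cre (~0.5 moi) infects cells exposed to compound; seeding density 1,000 cells/well with 4 h settling beforehand. Luminescence, 15 sec read, taken 44 h post-infection following a 15 min RT substrate incubation.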
TbPYK inhibitor = qHTS of Trypanosoma Brucei Inhibitors | pyruvate kinase (Trypanosoma brucei), Q57TT1 | TbPYK enzyme, Kinase-Glo Plus ATP luminescence, 45 min | Potency, µM (doses to about 76.8 µM), without a hit: at the highest dose activity, negative = inhibition, hits mostly inhibitors | 410,000 compounds, 0.12% hits | AID 624173, 2012; also: potency is read from the fitted curve at half-maximal effect; nearly all actives have a fitted effect of over 50% in size
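Luminescence from Kinase-Glo Plus, added after a 45-minute room-temperature reaction, served as the end-point read-out. The enzyme and substrate were preincubated with compound before ADP (130 uM final) initiated turnover. Concentration-effect curves came from normalized qHTS data.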
AmpC detergent = qHTS Inhibitors of AmpC Beta-Lactamase (assay with detergent). AmpC hydrolysis of nitrocefin, absorbance 480 nm, 0.01% Triton. P00811. 370,000 compounds, 0.041% hits. Potency, µM (series often up to 114 µM), for the others: at the highest dose activity change, negative = inhibition, actives largely listed as inhibitors;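 also: potency is read from the fitted curve at half-maximal effect; 0% = no-compound wells and -100% = no-enzyme wells; nearly all actives have a fitted effect of over 25% in size; some results filed as inactive show a strong effect at the top dose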
Target sequence (P00811 whole entry, looked up): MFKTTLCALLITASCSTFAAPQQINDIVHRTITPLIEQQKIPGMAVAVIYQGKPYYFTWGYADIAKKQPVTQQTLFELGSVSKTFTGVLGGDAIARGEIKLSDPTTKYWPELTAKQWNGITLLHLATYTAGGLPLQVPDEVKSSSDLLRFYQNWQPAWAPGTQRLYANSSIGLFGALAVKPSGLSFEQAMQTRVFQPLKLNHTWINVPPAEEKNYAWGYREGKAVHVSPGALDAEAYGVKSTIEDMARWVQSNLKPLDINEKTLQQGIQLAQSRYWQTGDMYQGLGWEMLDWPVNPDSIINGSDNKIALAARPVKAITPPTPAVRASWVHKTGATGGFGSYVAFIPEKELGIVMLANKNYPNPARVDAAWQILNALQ
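20 mM phosphate pH 7.0 + 0.01% (detergent screen) or 0.0001% Triton X-100; 5.3 nM AmpC reagent; cpd preinc 15 min RT; nitrocefin (800 uM stock) to start; A480 q20 s × 4 min; Activity was normalised to no-enzyme and no-compound control wells.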
HCMV inh = qHTS Assay for inhibitors of the human cytomegalovirus (HCMV); HFF cells, HCMV-luciferase reporter, 72 h; active compounds read low; activity change, negative = inhibition, % at 57.5 µM; 410,000 compounds, 4.5% hits; AID 1259415, 2018; in the data active = activity change below about -60%; inconclusive = no clear call, values can overlap the other calls; inactive = above about -39%
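Compounds were evaluated in HFFs infected with an HCMV luciferase reporter virus (MOI 1 PFU/cell). Luciferase in lysates collected 72 h post infection served as the replication measure.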
LmPK inh = qHTS Assay for Inhibitors of Leishmania Mexicana Pyruvate Kinase (LmPK); AID 1721, 2009; Q27686; purified LmPK, Kinase-Glo ATP luminescence, 1 h; 290,000 compounds, 0.37% hits; Potency, µM (top dose mostly 57.5 µM), inactives show at the highest dose activity change, negative = inhibition, actives largely listed as inhibitors; also: potency is read from the fitted curve at half-maximal effect
Target sequence (Q27686 whole entry, looked up): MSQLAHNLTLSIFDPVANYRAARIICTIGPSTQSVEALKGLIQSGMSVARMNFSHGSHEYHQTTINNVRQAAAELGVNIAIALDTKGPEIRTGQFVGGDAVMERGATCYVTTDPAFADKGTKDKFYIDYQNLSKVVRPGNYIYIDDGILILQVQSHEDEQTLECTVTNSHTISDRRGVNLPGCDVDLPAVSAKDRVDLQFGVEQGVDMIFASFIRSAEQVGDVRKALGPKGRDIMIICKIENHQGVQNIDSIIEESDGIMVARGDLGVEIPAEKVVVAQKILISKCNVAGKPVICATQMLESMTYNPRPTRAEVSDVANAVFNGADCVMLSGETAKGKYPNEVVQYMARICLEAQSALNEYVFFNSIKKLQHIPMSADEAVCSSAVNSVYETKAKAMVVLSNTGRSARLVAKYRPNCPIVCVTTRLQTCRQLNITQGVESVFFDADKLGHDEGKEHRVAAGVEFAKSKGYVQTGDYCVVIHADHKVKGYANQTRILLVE
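ATP generated from ADP (0.1 mM) and PEP (0.5 mM) by 0.1 nM LmPK over 1 h at room temperature (pH 7.2 imidazole buffer) was detected by coupled luciferase luminescence. Values were normalized to uninhibited and no-enzyme wells.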
AmpC no deterg = qHTS Inhibitors of AmpC Beta-Lactamase (assay without detergent); P00811; AmpC nitrocefin hydrolysis, absorbance 480 nm, 0.0001% Triton; Potency, µM (top dose mostly 57.1 µM), for inactives: at the highest dose activity change, negative = inhibition, hits mostly inhibitors; 330,000 compounds, 0.52% hits;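 also: potency is read from the fitted curve at half-maximal effect; plate controls were no compound for no effect and no enzyme for full effect; nearly all actives have a fitted effect of over 20% in size; some results filed as inactive show a strong effect at the top dose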
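20 mM phosphate pH 7.0 + 0.01% (detergent screen) or 0.0001% Triton X-100; 5.3 nM AmpC reagent; cpd preinc 15 min RT; nitrocefin (800 uM stock) to start; A480 q20 s × 4 min; Activity was normalised to no-enzyme and no-compound control wells.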
AMA1-RON2 inh = qHTS for Inhibitors of AMA1-RON; Towards Development of Antimalarial Drug Lead: Primary Screen; Plasmodium falciparum AMA1 (3D7) - RON2 peptide interaction; AlphaScreen AMA1-biotinylated RON2 peptide binding; Potency, µM (highest dose often 58.2 µM), for the others: top-dose activity change, negative = inhibition, most hits filed as inhibitors; 360,000 compounds, 0.2% hits; AID 720542, 2013;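 also: potency is read from the fitted curve at half-maximal effect; 0% = vehicle wells and -100% = peptide control; nearly all actives have a fitted effect of over 45% in size; some results filed as inactive show a strong effect at the top dose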
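AMA1 (3D7) with his tag at 25 nM final met compounds first, then biotinylated RON2 peptide at 25 nM; detection used donor plus acceptor beads, 10 µg/mL apiece, read by AlphaScreen after 30 min at room temperature.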
* marks the source's active call; other numbers are inactive results; ? = inconclusive; nt = not tested or not shown; & = joins results of further samples; [ ] = another dose, or the depositor's remark. Unless noted, calls follow the shape of the dose curve; as a rule, active = well fitted curve in the direction sought with a large enough effect; inconclusive = small, poorly fitted or top-dose-only effect, or another doubt; inactive = no such curve, though single readings can be large; an effect the other way counts as inactive or inconclusive. Unless noted, % is scaled to controls: 0 for no effect and ±100 for the full control effect.

#	mol	HCV inh	TbPYK inhibitor	AmpC detergent	HCMV inh	LmPK inh	AmpC no deterg	AMA1-RON2 inh
1	CCN(C(=O)CN1CCN(C)CC1)c1c(N)n(Cc2ccccc2)c(=O)[nH]c1=O	4%	-10%	1%	-6	nt	-5%	17%
2	COCCOC(=O)c1c(C)oc2ccc(OC(=O)c3cccs3)cc12	-1%	6%	?	-1	-9%	59%	11%
3	Cc1oc(-c2cccc(Cl)c2)nc1CS(=O)(=O)CC(=O)NC1CC1	13%	6%	4%	-18	-4%	25%	0%
4	O=C(NNc1ccc([N+](=O)[O-])cc1)C1CC2CCCC(C1)C2=O (configuration not stated)	-2%	-17%	-10%	-17	0%	-9%	-7%
5	COc1ccc(CN2CCN(Cc3ccc(CO)o3)CC2CCO)cc1C (configuration not stated)	13%	0%	-3%	32	4%	1%	2%
6	Cc1cccc(OCC(=O)NNC(=O)CSc2ncc(C#N)c(N)n2)c1	2%	-2%	-8%	11	0%	-12%	70%[activator]
7	CSc1nsc2nc(=O)c(/C=C3\C(C)=Nc4ccccc43)c(N)n12	26%	4%	2%	0	-14%	-46%	28%
8	COC(=O)CSc1cc(C)nc2ccc(OC)cc12	8%	-4%	-14%	46	0%	6%	1%
9	CSc1ccc(CN2CCC(C)(Oc3ccc4ccccc4c3)C2)cc1 (configuration not stated)	nt	3%	nt	1	nt	nt	-29%
10	COc1cc(OC)cc(C(=O)Nc2ccc3nc(N4CCC(C)CC4)cc(C)c3c2)c1	nt	-5%	-8%	-22	nt	nt	nt
11	CSc1ccc(/C=N/n2c(C)cc(C)cc2=O)cc1	-2%	0%	?	-15	-22%	-15%	14%
12	COCCCNC(=O)c1c(NC(=O)Cc2coc3cc(C)cc(C)c23)sc2c1CCCC2	nt	-6%	9%	0	nt	nt	nt
13	C=CCN1C(=O)CS/C1=N/c1nccs1	6%	2%	-14%	28	-3%	-12%	2%
14	CCOc1ccc(-n2c(-c3ccc(Br)cc3)c[n+]3c2CCCCC3)cc1	-14%	3%	-1%	-99*	-4%[11.5 µM]	19%	1%
15	COc1cccc(OC)c1C(=O)Nc1ccc(Br)c(C(=O)c2ccccc2)c1	?	0%	?	?	-2%	0%	-12%
16	COc1ccc(-n2ncc(C(C)NS(=O)(=O)c3cc(F)ccc3C)c2C)cc1 (configuration not stated)	nt	2%	-1%	nt	-2%	5%	-2%

Given with two lines to a compound: part of the list above.
Each structure is followed by: HCV inh | TbPYK inhibitor | AmpC detergent | HCMV inh | LmPK inh | AmpC no deterg | AMA1-RON2 inh
#1 CCN(C(=O)CN1CCN(C)CC1)c1c(N)n(Cc2ccccc2)c(=O)[nH]c1=O
  4% | -10% | 1% | -6 | nt | -5% | 17%
#2 COCCOC(=O)c1c(C)oc2ccc(OC(=O)c3cccs3)cc12
  -1% | 6% | ? | -1 | -9% | 59% | 11%
#3 Cc1oc(-c2cccc(Cl)c2)nc1CS(=O)(=O)CC(=O)NC1CC1
  13% | 6% | 4% | -18 | -4% | 25% | 0%
#4 O=C(NNc1ccc([N+](=O)[O-])cc1)C1CC2CCCC(C1)C2=O (configuration not stated)
  -2% | -17% | -10% | -17 | 0% | -9% | -7%
#5 COc1ccc(CN2CCN(Cc3ccc(CO)o3)CC2CCO)cc1C (configuration not stated)
  13% | 0% | -3% | 32 | 4% | 1% | 2%
#6 Cc1cccc(OCC(=O)NNC(=O)CSc2ncc(C#N)c(N)n2)c1
  2% | -2% | -8% | 11 | 0% | -12% | 70%[activator]
#7 CSc1nsc2nc(=O)c(/C=C3\C(C)=Nc4ccccc43)c(N)n12
  26% | 4% | 2% | 0 | -14% | -46% | 28%
#8 COC(=O)CSc1cc(C)nc2ccc(OC)cc12
  8% | -4% | -14% | 46 | 0% | 6% | 1%
#9 CSc1ccc(CN2CCC(C)(Oc3ccc4ccccc4c3)C2)cc1 (configuration not stated)
  nt | 3% | nt | 1 | nt | nt | -29%

(continued)
#	mol	HCV inh	TbPYK inhibitor	AmpC detergent	HCMV inh	LmPK inh	AmpC no deterg	AMA1-RON2 inh
17	O=C(Cn1c(=O)n(Cc2nc(-c3ccccc3)no2)c(=O)c2ccccc21)Nc1cccc(C(F)(F)F)c1	nt	-6%	24%	-7	nt	nt	nt
18	COc1cc(OC)c(NS(=O)(=O)c2cc(C(=O)OC(C)C(=O)NC3CC3)c(Cl)cc2Cl)cc1Cl (configuration not stated)	11µM*	-13%	3%	-18	-2%	40%	-14%
19	O=c1cc(-c2ccc(F)cc2)nc(SCc2nc(-c3ccc(Cl)cc3)no2)[nH]1	nt	2%[15.4 µM]	4%	0	nt	nt	nt
20	Cc1cc(NC2CCCCC2)nc(N2CCOCC2)n1	?	-7%	-11%	0	0%	1%	14%
21	COc1ccc(-n2cnc3sccc3c2=O)cc1	0%	3%	10%	?	2%	-8%	-11%
22	Cn1c(SCC(=O)Nc2cccc(S(=O)(=O)N3CCOCC3)c2)nnc1-c1ccncc1	-9%	2%	?	-30	2%	10%	-5%
23	O=C(CSc1ncc(-c2ccccc2)[nH]1)Nc1ccc(Cl)cc1	nt	3%	9%	-15	nt	nt	nt
24	COc1cccc(C)c1NC1=NCCO1	nt	6%	nt	2	nt	nt	11%
25	Cc1cc(C)c2cc(CN(Cc3ccco3)C(=O)NCc3ccccc3)c(=O)[nH]c2c1	?	4%	8%	-29	2%	30%	1%
26	Cc1nc(C)c(C(=O)OCC(=O)N2CCN(c3ccccc3)CC2)s1	-24%	-1%	?	-26	0%	27%	2%
27	CCC(C)NC(=O)Cn1c(COc2ccc(Cl)cc2Cl)nc2ccccc21 (configuration not stated)	21%	-7%	-4%	19	0%	-24%	-1%[11.6 µM]
28	O=C(Nc1ccccn1)c1ccc(C(=O)Nc2ccccn2)cc1	-1%	0%	-1%	nt	-3%	-5%	8%
29	O=C(O)COc1ccc(NC(=O)c2ccc3c(c2)C(=O)N(Cc2ccccc2)C3=O)cc1	28%	0%	?	-22	-2%	-20%	-10%
30	CCOC(=O)N1CCN(C(=O)c2ccccc2NC(=O)COc2ccccc2)CC1	?	-19%	0%	-60*	-9%	-15%	-7%
31	S=c1nc[nH]c2c1ncn2C1CCCO1 (configuration not stated)	12%	-23%	-13%	16	4%	-17%	36%[activator]
32	CCC1=NN2C(=N)/C(=C/c3cc(C)n(Cc4ccccc4)c3C)C(=O)N=C2S1	3%	-6%	0%	?	-1%	-24%	60%[activator]
33	Cc1ccc([N+](=O)[O-])cc1S(=O)(=O)Nc1ccc(C(=O)N(C)C)cc1	-5%	7%	3%	?	-3%	-31%	-12%
34	CCC(C(=O)Nc1ccccc1-c1ccccc1)c1ccccc1 (configuration not stated)	?	7%	-11%	?	1%	-15%	-7%
35	CC1CC(C)CN(C(=O)COC(=O)c2cn(C)c3ccccc23)C1 (configuration not stated)	-24%	2%	-7%	-9	nt	62%[activator]	0%
36	Cc1ccc(NC(=O)CNC(=O)CN2C(=O)c3ccccc3C2=O)cc1	nt	1%	nt	28	nt	nt	-1%
37	COc1cccc(NC(=O)C2C3C=CC(O3)C2C(=O)O)c1 (configuration not stated)	-7%	2%	?	-4	2%	-6%	-4%
38	Cc1ccc(C)c(Cn2nnc3c(=O)[nH]c(C4CCCN(C(=O)c5cccs5)C4)nc32)c1 (configuration not stated)	-25%	0%	-8%	10	3%	0%	15%
39	O=C(Nc1ccc2[nH]ccc2c1)c1cccs1	-1%	-10%	-10%	59	-26%	-24%	-13%
40	COc1ccccc1CNc1nc(NCc2ccccc2)nc2ccsc12	nt	-4%	nt	?	nt	nt	?
41	COC(=O)c1cccc(NC(=O)c2ccc3c(c2)C(=O)N(CC2CCCO2)C3=O)c1 (configuration not stated)	0%	3%	1%	-9	2%	10%	13%
42	Cc1nc(C(=O)NNC(=O)c2ccc(C(F)(F)F)cc2)cs1	?	-7%	-3%	-89*	0%	-9%	100%[activator]
43	CCOc1cccc(C(=O)N(Cc2ccc(C(C)C)cc2)C2CCS(=O)(=O)C2)c1 (configuration not stated)	nt	-8%	?	18	nt	nt	nt
44	Cc1cccc(CC(=O)Nc2c3c(nn2-c2cccc(Cl)c2)CS(=O)C3)c1 (configuration not stated)	-4%	4%	-2%	nt	0%	3%	-1%
45	Cc1cccc(NC(=O)c2csnn2)n1	2%	-8%	3%	-31	1%	-14%	-1%
46	Cc1ccc(Cl)cc1N1CCN(C(=O)c2ccc3c(Cl)c4c(nc3c2)CCCC4)CC1	nt	-11%	-4%	-5	nt	nt	nt
47	CCc1nc2c(OCc3ccc(Cl)cc3)cccn2c1N(C)C(=O)c1ccccc1F	nt	-7%	nt	-63*	nt	nt	-5%
48	Cc1noc(C)c1COC(=O)c1ccc2ccccc2n1	0%	-3%	-15%	48	3%	4%	6%
49	Cc1cc(CN2CCCCC2)oc1C(=O)O	5%	-6%	-2%	-31	-6%	1%	5%
50	O=C1OCCN1CC(=O)N1CCc2c([nH]c3ccccc23)C1c1ccccn1 (configuration not stated)	7%	-6%	5%	15	-6%	15%	-10%
51	CCCCCCCCN=Cc1c(O)[nH]c(=O)[nH]c1=O	-6%	-1%	-5%	9	-8%	-12%	-7%
52	COc1cc(C2C(C(=O)N3CCOCC3)=C(C)NC3=C2C(=O)CCC3)ccc1OC(C)=O (configuration not stated)	7%	18%	-2%	4	1%	-4%	1%
53	Cn1c(=NC(=O)CN2C(=O)C3CC=CCC3C2=O)sc2ccccc21 (configuration not stated)	3%&1%	-12%&1%	?	-19&17	2%	-9%	-10%&-4%
